# High-throughput results as filed in PubChem.
# Eya2 phos inh – Eya2 (human) phosphatase inhibition. O00167. recombinant Eya2, OMFP fluorescence dephosphorylation (OMFP is methylfluorescein phosphate). Potency, µM (highest dose often 76.9 µM), for inactives: at the top dose activity, negative = inhibition, most hits filed as inhibitors. 330,000 tested, 0.006% active; note: potency is the fitted concentration of half-maximal effect; % is set by controls: 0 for no effect and ±100 for the full control effect
# Target sequence (O00167 whole entry, looked up): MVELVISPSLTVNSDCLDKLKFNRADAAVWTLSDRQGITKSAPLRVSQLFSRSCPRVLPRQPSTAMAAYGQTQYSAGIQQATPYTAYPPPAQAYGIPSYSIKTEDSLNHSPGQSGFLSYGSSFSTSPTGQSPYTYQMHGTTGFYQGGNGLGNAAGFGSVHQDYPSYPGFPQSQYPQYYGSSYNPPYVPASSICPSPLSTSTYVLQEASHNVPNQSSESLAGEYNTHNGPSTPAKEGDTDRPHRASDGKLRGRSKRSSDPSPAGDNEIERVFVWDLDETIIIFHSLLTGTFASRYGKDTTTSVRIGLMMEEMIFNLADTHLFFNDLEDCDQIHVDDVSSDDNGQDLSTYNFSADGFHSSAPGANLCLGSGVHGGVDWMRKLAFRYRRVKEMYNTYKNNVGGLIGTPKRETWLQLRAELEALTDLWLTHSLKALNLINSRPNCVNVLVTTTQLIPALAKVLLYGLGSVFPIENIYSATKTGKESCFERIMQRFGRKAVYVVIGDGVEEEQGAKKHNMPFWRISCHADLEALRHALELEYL
#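 Eya2 (0.2 uM) preincubated 10 min at ambient with compound, then OMFP substrate added at 50 uM; 10 min reaction in 50 mM HEPES pH 7.5, 50 mM NaCl, 5 uM MgCl2, 0.05% BSA, 1 mM DTT. Fluorescence read at Ex 485/Em 525 nm.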
# B2AR arrestin – recruits beta-arrestin to the human beta2-adrenergic receptor; beta-arrestin recruitment to beta2AR, cell-based reporter; 330,000 tested, 0.02% active; Potency, µM (series often up to 46.1 µM), without a hit: top-dose activation, actives largely listed as activators; P07550;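 note: potency is the fitted concentration of half-maximal effect; 0% = DMSO controls and full agonism = EC100 isoproterenol or metaproterenol; nearly all actives have a fitted effect of over 65% in size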
# Target sequence (P07550 whole entry, looked up): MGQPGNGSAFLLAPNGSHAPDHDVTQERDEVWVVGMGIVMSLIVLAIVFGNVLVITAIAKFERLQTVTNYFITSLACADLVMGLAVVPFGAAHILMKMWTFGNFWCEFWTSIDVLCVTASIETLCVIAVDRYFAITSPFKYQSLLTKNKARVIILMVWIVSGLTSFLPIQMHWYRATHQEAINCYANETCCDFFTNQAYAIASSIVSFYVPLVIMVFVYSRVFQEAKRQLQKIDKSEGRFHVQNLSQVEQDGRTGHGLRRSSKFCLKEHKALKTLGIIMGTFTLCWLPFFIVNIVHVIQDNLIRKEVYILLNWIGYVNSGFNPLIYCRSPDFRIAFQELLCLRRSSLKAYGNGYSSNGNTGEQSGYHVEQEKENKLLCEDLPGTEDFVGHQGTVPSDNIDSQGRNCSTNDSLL
# p53 reactivator – restores transcriptional activity of mutant p53. H1299 p53-A138V BP100-luciferase reporter, luminescence, 24 h. Potency, µM (highest dose often 92.2 µM), without a hit: at the highest dose activity change, positive = activation, hits mostly activators. 320,000 tested, 0.063% active. AID 504706; note: potency is the fitted concentration of half-maximal effect; % of control where 0% means no effect; nearly all actives have a fitted effect of over 45% in size
#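 p53-null H1299 cells stably carrying temperature-sensitive p53-A138V and a BP100-luciferase reporter were pinned with compounds (4-point, 1:5 series) and held 24 hrs at 37 deg C. Luminescence was read 10 min after detection reagent.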
# BRCA1 expr act – BRCA1 expression activation | MCF7-BRCA1-FFLuc reporter, luminescence, 48 h; response scale: scaled: vehicle 0%, 10 µM genistein 100% | Potency, µM (titrated, usually from 46.1 µM), for the others: at the highest dose activation, most hits filed as activators | 380,000 tested, 1.1% active | AID 624202; note: potency is the fitted concentration of half-maximal effect; nearly all actives have a fitted effect of over 80% in size; some results filed as inactive show a strong effect at the top dose
#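 MCF7 cells carrying a BRCA1-firefly luciferase reporter (2000 cells/well, phenol-red free MEM) were attached for 2 h at 37 °C, then given compounds for 48 h. Luminescence was read 15 min after luciferase reagent; activity normalized to genistein (10 microM) and DMSO.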
# S-ASM inh – inhibitors of human secretory acid sphingomyelinase; P17405; placental ASM, HMU-PC fluorogenic substrate, 60 min; Potency, µM (doses to about 57.5 µM), without a hit: at the highest dose activity change, negative = inhibition, usual class: inhibitors; 340,000 tested, 0.006% active; AID 504937; note: potency is the fitted concentration of half-maximal effect
#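 Fluorogenic HMU-PC substrate (9 uM final) is turned over by placental ASM in 60 min at 37 C after a 10 min compound preincubation. Reaction ended by alkaline stop (pH 10), with fluorescence read at 386/447 nm.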
# TRPV1 agonist – activates the human vanilloid receptor TRPV1 | 320,000 tested, 0.19% active | activation, % at 8.33 µM | AID 540275 | TRPV1-expressing cells, Fluo-8 calcium influx, agonist mode; in the data active = activation above about 80%; inconclusive = between about 30% and that limit; note: 0% is about no effect
#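 Cells expressing TRPV1 were dye-loaded with Fluo-8 and read kinetically: 10 s baseline, 3 min after compound (agonist portion), then 2 min after EC20 capsaicin (allosteric enhancer portion). Calcium-bound dye fluorescence at 480/520 nm.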
# uPA generation – inhibitors of cell surface uPA generation; cell surface uPA generation assay, qHTS; Potency, µM (top dose mostly 38.3 µM), without a hit: top-dose activity change, negative = inhibition, actives largely listed as inhibitors; 330,000 tested, 0.31% active; active = well fitted inhibition curve with a large enough effect; inconclusive = small, poorly fitted or top-dose-only effect; inactive = no such curve, though single readings can be large or run the other way; tested in mouse RAW 264.7 cells; note: potency is the fitted concentration of half-maximal effect; % is set by controls: 0 for no effect and ±100 for the full control effect; nearly all actives have a fitted effect of over 55% in size
# USP2a inh – USP2a (human) protease inhibition. O75604. USP2 core, Ub-CHOP2 coupled fluorogenic reporter, 485/531. 330,000 tested, 0.01% active. Potency, µM (top dose mostly 38.3 µM), for inactives: at the top dose activity change, negative = inhibition, hits mostly inhibitors. AID 463254;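 note: potency is the fitted concentration of half-maximal effect; plate controls were DMSO wells for no effect and full inhibition by NEM control for full effect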
#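 Cell-free coupled assay: 10nM USP2 core preincubated 30min RT with compound in Tris-HCl pH 8.0/CaCl2/CHAPS buffer, then 25nM Ub-CHOP2 and 25nM reporter substrate; fluorescence (Ex 485/Em 531) read after 60min RT, normalized to NEM inhibition, concentration-response curves fitted.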
# ELG1 genotoxic – genotoxicity induction in ELG1-luciferase HEK293T cells. AID 504466. 330,000 tested, 1.3% active. HEK293T ELG1-luciferase reporter, luminescence, 16 h. Potency, µM (top dose mostly 46 µM), for the others: top-dose activity change, positive = activation, usual class: activators; note: potency is the fitted concentration of half-maximal effect; % of control where 0% means no effect; nearly all actives have a fitted effect of over 60% in size
#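 Genotoxicity was scored as increased ELG1-luciferase reporter signal, measured by ONE-Glo luminescence (30 min, room temperature). Compound or vehicle exposure of the HEK293T reporter cells lasted 16 hr at 37°C.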
# PTAP TSG101 blk – blocks PTAP/TSG101 interaction to inhibit HIV-1 budding. Q99816. Fluorescence polarization, FITC-PTAP peptide / Tsg101 binding. Potency, µM (series often up to 115 µM), for inactives: at the highest dose activity change, negative = inhibition, most hits filed as inhibitors. 340,000 tested, under 10 active. AID 493005; active = well fitted inhibition curve with a large enough effect in the main read-out, with a control signal flat, not every such curve was filed as active; inconclusive = small, poorly fitted or top-dose-only effect, or effect the other way, or a change in a side signal; inactive = no such curve, though single readings can be large or run the other way; note: potency is the fitted concentration of half-maximal effect; % of control where 0% means no effect
#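 Steps: Tsg101 binding domain dispensed (10 uM final), compounds pinned in DMSO, FITC-labeled PTAP-motif peptide added (50 nM final); after 20 min binding at room temperature, polarization measured.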
# a7 integrin act – activates integrin-mediated alleviation for muscular dystrophy; AID 624291; alpha7betagal myoblasts, beta-gal FDG fluorescence, 48 h; 350,000 tested, 0.064% active; Potency, µM (top dose mostly 38.3 µM), without a hit: at the top dose activation, usual class: activators;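 note: potency is the fitted concentration of half-maximal effect; 100% = response of the positive control SU9516; nearly all actives have a fitted effect of over 60% in size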
#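 alpha7betagal+/- myoblasts (passage 13, 250/well) treated 48 h at 37C with compounds at 1:260 dilution of DMSO stock. Lysed, then beta-galactosidase activity read as FDG fluorescence (ex 480/em 540) after 30 min, with pre-read for autofluorescence.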
# The depositor's hits bear a star; ? = inconclusive; . = no result given; [ ] = dose if it differs, or a comment. Unless noted, calls come from the whole dose curve; as a rule, active = well fitted curve in the direction sought with a large enough effect; inconclusive = small, poorly fitted or top-dose-only effect, or another doubt; inactive = no such curve, though single readings can be large; an effect the other way counts as inactive or inconclusive.
SMILES,Eya2 phos inh,B2AR arrestin,p53 reactivator,BRCA1 expr act,S-ASM inh,TRPV1 agonist,uPA generation,USP2a inh,ELG1 genotoxic,PTAP TSG101 blk,a7 integrin act
CCCC(=O)Nc1cc(-c2nc3ncccc3o2)ccc1Cl,2.8%,-0.1%,8.8%,-24.7%,-2.5%,3.4,-1.1%,-1.4%,-2.1%,-6.5%,-19.1%
CCc1ccc(NC(=O)C(C)OC(=O)c2cc(=O)[nH]c3ccc(S(=O)(=O)Nc4ccc(F)cc4)cc23)cc1 (centres undefined),-6.2%,0.1%,-2.2%,5.1%,6.0%,18.7,-6.5%,2.9%,0.8%,-3.9%,0.9%
COc1cc(OC)cc(C(=O)NCCN2CCOCC2)c1,10.7%,0.0%,10.0%,8.7%,-2.1%,1.0,3.1%,0.1%,1.3%,-1.0%,16.2%
NC(=NC(=O)c1cccc(C(F)(F)F)c1)c1ccc(C(F)(F)F)cn1,-8.5%,-0.4%,15.5%,-7.4%,-3.9%,?,3.2%,2.6%,4.0%,-6.4%,16.0%
Cc1cccn2c(=O)c(C=Nc3c(C)n(C)n(-c4ccccc4)c3=O)c(N3CCCC3)nc12,6.6%,0.5%,-3.6%,.,.,-1.3,.,-0.8%,8.6%,.,.
CN(C)CCNC(=O)c1ccc(CS(=O)(=O)c2c(Cl)cccc2Cl)o1,24.9%,0.2%,-7.3%,6.2%,3.3%,.,-0.1%,-1.4%,0.7%,-1.5%,0.0%
Cc1c(Cl)cccc1-c1ccc(CNCc2ccccn2)o1,5.5%,-0.2%,.,-6.4%,6.1%,13.9,8.3%,2.5%,0.9%,-1.2%,4.6%
CSc1ccc(CCNC(=O)Cn2ncc3c([nH]c4ccccc43)c2=O)cc1,-0.5%,-0.3%,-1.7%,15.3%,4.0%,-7.4,-1.5%,1.0%,1.1%[9.26 µM],-0.6%,-3.2%
COCCCNC(=O)c1ccc(Cn2c(=O)c3ccccc3n(CC(=O)NCc3ccco3)c2=O)cc1,-4.3%,-0.8%,5.1%,-8.9%,1.5%,-0.6,-20.6%,-0.1%,2.0%,-3.5%,12.5%
CCN(CC)S(=O)(=O)c1cccc(NC(=O)c2ccc(C#N)cc2)c1,-28.3%,0.2%,-1.4%,-36.1%,-2.1%,14.6,1.0%,-0.1%,-9.3%,-2.3%,36.6%
CCOC(=O)c1ccc(N2CCOCC2)c(NC(=O)COCC(=O)O)c1,-4.1%,-0.3%,3.4%,0.8%,8.0%,-5.3,8.4%,0.5%,1.9%,-1.2%,16.0%
NC(=O)c1ccccc1NC(=O)CC12CC3CC(CC(Br)(C3)C1)C2,9.4%,-0.1%,2.5%,-3.2%,1.0%,?,0.3%,1.4%,-7.6%,-3.6%,8.7%
CCc1ccccc1N(CC(=O)NCCc1ccccc1)C(=O)CCC(=O)Nc1ccccn1,-6.3%,0.1%,0.8%,-27.1%,-0.4%,-3.2,2.8%,0.8%,-5.3%,1.4%,0.0%
CCc1ccccc1NC(=O)CSc1nnc(CCNC(=O)OC(C)(C)C)o1,13.6%,-0.1%,-1.0%,-9.8%,5.1%,3.5,3.3%,11.3%,-0.4%,-1.0%,-6.2%
N#C/C(=C\c1ccc([N+](=O)[O-])o1)C(=O)Nc1ccc(F)cc1,5.7%,0.2%,-12.5%,-17.4%,7.0%,1.3,-1.2%,4.9%,?,4.3%,-66.5%[inhibitor]
Cn1c(C(=O)N2CCN(c3ncccn3)CC2)cc2c(=O)n(C)c3ccccc3c21,-32.8%,-0.2%,-7.0%,8.2%,2.4%,1.1,9.5%,4.0%,-1.9%,-4.2%,-15.6%
NC(=O)NCCCC(=O)NCC(c1ccccc1Cl)c1c[nH]c2ccccc12 (centres undefined),1.4%,-0.4%,-5.8%,-10.6%,-1.4%,-2.2,5.2%,2.1%,0.8%,-2.3%,6.4%
C=CCNC(=O)c1ccccc1Cl,4.5%,0.2%,2.3%,3.9%,2.5%,12.0,2.7%,0.3%,1.4%,.,2.9%
CC(C)NC(=O)c1cc(C(=O)c2cc(Cl)ccc2O)coc1=N,0.3%,-0.9%,6.5%,-17.4%,13.2%,0.7,-3.6%,3.0%,-5.8%,-0.4%,15.1%
COc1cccc(C2c3c(oc4cc(C)c(C)cc4c3=O)C(=O)N2CCCN(C)C)c1 (centres undefined),0.3%,6.4%,11.4%,-21.0%,-0.6%,.,-1.8%,3.0%,-0.1%,-8.7%,25.6%
CCCCCC(=O)N/N=C/c1ccc(N(C)C)cc1,1.9%,-0.9%,?,?,77.1%[activator],2.1,3.3%,0.2%,?,1.1%,-1.0%
O=C(O)C1CC=CCC1C(=O)N1CCN(c2nc(-c3ccccc3Cl)c3cc(Br)ccc3n2)CC1 (centres undefined),-3.9%,0.0%,-12.4%,-18.8%,49.0%[activator],1.5,-0.8%,0.4%,-0.6%,-7.1%,-47.8%[inhibitor]
CC(C)(C)c1cc(Cl)c(O)c(NC(=S)NC(=O)c2cccnc2)c1,5.0%,0.2%,11.2%,-58.3%,1.9%,-0.5,?,2.8%,-4.7%,-8.0%,0.1%
COc1ccc(OCC(=O)Nc2ccccc2-c2ccccc2)cc1,-6.7%,0.1%,-3.0%,-20.5%,1.5%,-4.0,-7.0%,2.4%,0.8%,-9.3%,17.6%
O=C(Nc1nnc(SCC(=O)N2CCOCC2)s1)C1CC(=O)N(c2ccc(F)cc2)C1 (centres undefined),-3.5%,-0.9%,-7.5%,0.2%,-2.5%,-3.1,-4.9%,-3.0%,1.0%,-1.0%,32.2%
COCCOC(=O)C1=C(C)Nc2cc(=O)[nH]c(=O)n2C1c1cccc([N+](=O)[O-])c1 (centres undefined),-1.2%,-0.7%,-2.9%,-37.0%,-1.0%,1.1,-2.2%,0.8%,0.1%,0.6%,4.2%
COc1ccc(-c2cc(C(F)(F)F)nc(-n3ccnc3)n2)cc1,10.0%,-0.4%,-2.3%,-20.9%,-0.7%,2.3,2.3%,0.1%,-0.1%,-2.9%,0.0%
COC(=O)CN1C(=O)[C@H]2[C@@H](C3CC3)N3C(=O)CN(Cc4ccccn4)C(=O)[C@@]3(Cc3ccccc3)[C@H]2C1=O,9.0%,-1.1%,.,13.7%,-2.0%,2.4,2.0%,0.7%,2.1%,-2.6%,18.8%
CCCCC(=O)Nc1ccc(C(=O)NNC(=O)CCCOc2ccc(Cl)cc2Cl)cc1,-1.0%,-0.4%,13.1%,30.4%,-0.3%,3.7,10.3%,1.3%,3.9%,-3.2%,5.0%
CC(C)c1ccc(S(=O)(=O)N2CCN(C(=O)c3ccco3)CC2)cc1,8.9%,-1.0%,0.9%,-29.0%,-0.2%,16.7,-5.2%,-2.6%,-2.5%,0.0%,?
Cc1ccc(C(=O)NCc2ccc(Cl)cc2)o1,.,0.3%,8.4%,13.2%,-0.8%,20.7,-2.3%,-0.2%,-1.7%,-0.4%,-12.3%
C=CCN1C(=O)c2cccc3c(N4CCCCC4)ccc(c23)C1=O,18.7%,0.1%,6.3%,68.2%,14.7%,23.2,1.4%,25.8%,15.4%,?,13.1%
CC1(C)C[C@H]2C3=CCC4[C@@]5(C)CC[C@H](O)[C@@](C)(CO)C5CC[C@@]4(C)[C@]3(C)C[C@@H](O)[C@@]2(CO)[C@@H](O)[C@@H]1O (some centres undefined),9.0%,0.2%,6.6%,1.4%,-3.0%,.,1.0%,4.3%,-1.6%,0.0%,-15.3%
Cc1ccc(C(=O)CSc2nnc(C3CC3)n2C2CC2)s1,-1.7%,0.3%,?,?,-0.9%,0.2,-4.8%,0.0%,?,-1.0%,?
O=c1oc2ccc(Cl)cc2nc1/C=C(\O)c1cccs1,1.3%,-0.2%,?,?,-2.7%,12.9,-8.1%,0.1%,?,?,-11.9%
NNc1ccc(S(=O)(=O)N2CCCCC2)cn1,-1.3%,-0.4%,-2.6%,-64.3%,-1.9%,3.3,1.2%,-6.7%,1.4%,-6.8%,14.3%

# Exported with tabs: two of the compounds above
SMILES	Eya2 phos inh	B2AR arrestin	p53 reactivator	BRCA1 expr act	S-ASM inh	TRPV1 agonist	uPA generation	USP2a inh	ELG1 genotoxic	PTAP TSG101 blk	a7 integrin act
CC1(C)C[C@H]2C3=CCC4[C@@]5(C)CC[C@H](O)[C@@](C)(CO)C5CC[C@@]4(C)[C@]3(C)C[C@@H](O)[C@@]2(CO)[C@@H](O)[C@@H]1O (some centres undefined)	9.0%	0.2%	6.6%	1.4%	-3.0%	.	1.0%	4.3%	-1.6%	0.0%	-15.3%
Cc1ccc(C(=O)CSc2nnc(C3CC3)n2C2CC2)s1	-1.7%	0.3%	?	?	-0.9%	0.2	-4.8%	0.0%	?	-1.0%	?

# Not a hit list (roughly 2.6% active in at least one column).
